# Screening results: PubChem, several laboratories
# V-ATPase pH: alters yeast V-ATPase proton transport. AID 504577. response, % at 10 µM. hit rate 0.37% among 350,000. S. cerevisiae, pHLuorin cytosolic pH fluorescence; in the data active = response mostly above about 7.3%, no sharp cut-off; inactive = mostly below about 5.4%; also: actives read high; inactives centre near 0; some compounds called inactive have numbers as strong as hits; reference of the scale not given here
# MOR-DOR inv ag: inverse agonists of human mu-delta opioid receptor heterodimerization. cell-based MOR-DOR heterodimer luminescence, inverse agonism. inhibition, % at 9.3 µM. P35372+P41143. hit rate 0.21% among 340,000; in the data active = inhibition above about 22%, passing the limit was not always enough;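 also: 0% = cells with DMSO and 100% = wells without cells with DMSO; values of inactives mirror those of a sister screen read the other way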
# Target sequence (P35372 whole entry, looked up): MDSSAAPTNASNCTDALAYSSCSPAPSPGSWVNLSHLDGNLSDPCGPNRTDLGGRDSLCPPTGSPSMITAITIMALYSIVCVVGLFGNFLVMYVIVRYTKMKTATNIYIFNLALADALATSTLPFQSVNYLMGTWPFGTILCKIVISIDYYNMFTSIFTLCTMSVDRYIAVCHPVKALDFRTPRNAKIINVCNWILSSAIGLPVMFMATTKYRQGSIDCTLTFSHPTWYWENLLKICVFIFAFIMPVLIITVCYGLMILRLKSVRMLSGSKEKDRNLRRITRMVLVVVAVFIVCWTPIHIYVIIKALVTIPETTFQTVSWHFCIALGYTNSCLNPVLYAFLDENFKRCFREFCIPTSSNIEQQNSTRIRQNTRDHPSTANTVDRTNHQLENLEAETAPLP
# Target sequence (P41143 whole entry, looked up): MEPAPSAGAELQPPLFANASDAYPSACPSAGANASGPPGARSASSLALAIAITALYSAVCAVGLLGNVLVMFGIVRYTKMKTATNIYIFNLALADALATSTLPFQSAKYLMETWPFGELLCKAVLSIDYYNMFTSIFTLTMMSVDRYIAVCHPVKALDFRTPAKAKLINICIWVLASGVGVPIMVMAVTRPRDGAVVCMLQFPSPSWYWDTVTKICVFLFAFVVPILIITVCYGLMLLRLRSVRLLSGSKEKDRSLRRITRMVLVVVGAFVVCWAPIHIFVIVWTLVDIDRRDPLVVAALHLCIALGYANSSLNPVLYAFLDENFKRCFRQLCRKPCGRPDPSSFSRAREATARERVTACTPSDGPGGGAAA
# MOR-DOR ag: agonists of human mu-delta opioid receptor heterodimerization; hit rate 0.3% among 340,000; P35372+P41143; cells, OPRM1-OPRD1 heterodimerization, luminescence; activation, % at 9.3 µM; AID 504326; in the data active = activation above about 18%;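 also: 0% = vehicle-treated cells and 100% = reference agonist; values of inactives mirror those of a sister screen read the other way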
# Arrestin-AP2 inh: inhibitors of human beta-arrestin and AP2 interaction; FITC-arrestin peptide / GST-AP2 beads, flow cytometry; AP2 beta2 appendage carries R879A mutation; inhibition, % at 10 µM; hit rate 0.31% among 340,000;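 active = inhibition above a set limit, near 3 SD of compounds lacking own fluorescence, cut at about 54% in these data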;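 also: plate controls were DMSO wells for no effect and 5 µM unlabelled arrestin peptide for full effect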
#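 System: GST-tagged AP2 beta2-adaptin appendage (R879A) on 4 µm glutathione beads / Reagent: FITC-arrestin peptide, 50 nM / Detection: HyperCyt-sampled flow cytometry, FL1 channel, ex 488/em 535 nm / Timing: 12 min plus 1 h, RT / Buffer or medium: PBS plus Tween 20 (0.05%) and BSA (0.1%)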
# Wnt bcat act: activates Wnt/beta-catenin signaling in a reporter cell assay; activator, plate reader; activation, % at 9.35 µM; hit rate 1.2% among 300,000; AID 743398; in the data active = activation above about 30%, passing the limit was not always enough; inconclusive = no clear call, values can overlap the other calls;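 also: 0% = neutral control wells and 100% = positive control wells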
# cardiac RTF act: cardiac RTF calcium sensitization | AID 493008 | IANBD-labeled TnC RTF fluorescence at EC20 calcium; 0% EC20 calcium, 100% full calcium | hit rate 0.24% among 340,000 | P19429+P45379 | activation, % at 7.2 µM;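 active = activation above the mean over all tested compounds plus 3 SD, cut at about 30% in these data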;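 also: rise in fluorescence read as greater calcium sensitivity of cardiac thin filaments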
# Cardiac RTF inh: cardiac RTF calcium desensitization | P19429+P45379 | IANBD-labeled cardiac RTF, Ca2+ fluorescence | inhibition, % at 7.15 µM | hit rate 0.12% among 340,000 | AID 493244;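 active = inhibition above the mean inhibition of all tested compounds plus 3 SD, cut at about 17% in these data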;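 also: assay run at fixed EC70 calcium of 1.6 mM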
# C-LANA FP: inhibitors of KSHV LANA C-terminal domain DNA binding; MBP-C-LANA/FAM-LBS DNA binding, fluorescence polarization; inhibition, % at 9 µM; hit rate 0.078% among 340,000; AID 504423;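 active = highest replicate inhibition at or above 60% at 9 µM, even if other replicates fall short; inactive = all replicates below 60% inhibition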;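 also: 0% = neutral control wells and 100% = 4 µM acridine orange control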
# DSG3 Ab inh: inhibitors of pemphigus antibody binding to human desmoglein-3. DSG3-coupled beads, scFv-anti-DSG3-GFP binding, flow cytometry; active compounds read low. binding (percent of control), % at 10 µM. hit rate 0.48% among 310,000;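 active = binding more than 3 SD below its plate's average and above zero; inconclusive = below that plate limit but binding exactly zero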;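 also: hits lower antibody fragment binding to DSG3; some compounds called inactive have numbers as strong as hits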
# Keap1-Nrf2 PPI: Keap1-Nrf2 (human) interaction inhibition. AID 504523. Keap1 Kelch-Nrf2 peptide fluorescence polarization, 1536-well. inhibition, % at 9.4 µM. hit rate 0.15% among 340,000; in the data active = inhibition above about 12%; inconclusive = no clear call, values can overlap the other calls; inactive = below about 7.3%;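 also: human Keap1 Kelch domain with fluorescein labeled Nrf2 9mer peptide probe; 0% = neutral control wells and 100% = peptide positive control; higher means more block of Keap1 binding to Nrf2 peptide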
# An asterisk follows results filed as active; ? = inconclusive; . = not tested or not shown.
1	O=C(O)CC(=O)Nc1ccccc1C(=O)O
2	CCCn1c(Nc2ccc(Cl)cc2)nc2ccccc21
3	O=C(O)c1ccccc1NC(=O)N1CCOCC1
4	O=C(Nc1ccc(NS(=O)(=O)c2ccccc2)cc1)c1ccccc1
5	CN=CC1=C(O)c2ccccc2C1=O
6	CC(=O)c1c(C)[nH]c(C(=O)NNC(=O)COc2ccc(Cl)cc2C)c1C
7	O=C(O)CSc1cc(NS(=O)(=O)c2ccc(Cl)cc2)c2ccccc2c1O
8	CC1CC(C)CN(C(=O)c2ccncc2)C1 (stereo not drawn)
9	Cc1ccc(OCC(=O)Nc2ccc(N3CCN(C(=O)c4ccco4)CC3)cc2)cc1C
10	COc1ccc2nc(NC(=O)CCc3cc(OC)c(OC)c(OC)c3)sc2c1
assay / entry	1	2	3	4	5	6	7	8	9	10
V-ATPase pH	9	6	5	-3	1	-2	1	.	-1	-2
MOR-DOR inv ag	12	-12	18	0	7	-2	-23	-3	9	7
MOR-DOR ag	-2.1	2.7	-3.9	-0.1	-1.2	0.3	4.2	0.5	-1.7	-1.3
Arrestin-AP2 inh	-2	7	5	11	4	5	6	-8	20	-15
Wnt bcat act	.	.	-1	-4	19	3	6	-5	-2	0
cardiac RTF act	-5	1	3	-4	3	2	7	9	-3	-3
Cardiac RTF inh	-19	-1	-15	-28	-2	4	-1	-9	-4	4
C-LANA FP	0.6	-0.7	0.8	-1.2	-1.5	2.1	2.0	0.3	0.8	-1.2
DSG3 Ab inh	.	98	101	100	97	106	88	107	127	101
Keap1-Nrf2 PPI	-1	2	-2	1	-3	-7	2	0	0	-1

# Two neighbouring records from above, for reference:
1	O=C(O)CC(=O)Nc1ccccc1C(=O)O
2	CCCn1c(Nc2ccc(Cl)cc2)nc2ccccc21
assay / entry	1	2
V-ATPase pH	9	6
MOR-DOR inv ag	12	-12
MOR-DOR ag	-2.1	2.7
Arrestin-AP2 inh	-2	7
Wnt bcat act	.	.
cardiac RTF act	-5	1
Cardiac RTF inh	-19	-1
C-LANA FP	0.6	-0.7
DSG3 Ab inh	.	98
Keap1-Nrf2 PPI	-1	2

# Copied from the list:
# Cardiac RTF inh, compound 10 : 4
# Cardiac RTF inh, compound 2 : -1
# cardiac RTF act, compound 6 : 2
# MOR-DOR ag, compound 5 : -1.2

# The listing continues.
11	CCNC(=S)N1CCN(CCN=CC2=C(O)CC(C)(C)CC2=O)CC1
12	Cc1ccc(S(=O)(=O)N(C)S(=O)(=O)c2ccc(C)cc2)cc1
13	CNC(=O)c1ccc(-n2nc(C)cc2-c2ccccc2)cc1
14	CC(=O)N1CCN=C1SCc1ccc(C)cc1
15	COc1ccc(CN(C)C(=O)CNC(=O)c2ccc3ccccc3c2)c(OC)c1
16	O=C(COc1ccccc1Br)NCCC1=CCCCC1
17	COc1ccccc1N1CCN(CC(=O)Nc2c(C)n[nH]c2C)CC1
18	CC(C)(C)OC(=O)CC[C@@H](C(=O)NCCCCCCCCCCC(=O)N1CCN(C(=O)OC(C)(C)C)CC1)n1cc(CCCCCNC(=O)OC(C)(C)C)nn1
19	Cc1c(O)ccc(/C(Cc2ccc3ccccc3n2)=N\O)c1O
20	O=C(O)c1ccc(S(=O)(=O)c2ccc3c(c2)C(=O)N(CC2CCCO2)C3=O)cc1 (stereo not drawn)
assay / entry	11	12	13	14	15	16	17	18	19	20
V-ATPase pH	20*	5	2	-1	4	1	-2	-16	0	-1
MOR-DOR inv ag	12	0	16	9	0	-24	13	2	0	4
MOR-DOR ag	-2.4	0.0	-3.0	-1.7	0.0	5.5	-2.6	-0.3	-0.1	-0.8
Arrestin-AP2 inh	29	13	1	9	2	5	1	10	-6	-1
Wnt bcat act	2	3	1	-3	-2	9	-1	0	36*	.
cardiac RTF act	-2	-4	-2	7	-4	-3	0	-9	2	1
Cardiac RTF inh	-27	-3	-10	-6	-2	-5	-1	2	0	-7
C-LANA FP	-1.0	0.6	3.6	-0.2	1.6	0.5	-2.3	-4.2	-1.0	1.9
DSG3 Ab inh	99	100	90	104	103	103	117	96	102	98
Keap1-Nrf2 PPI	-2	5	2	-2	-4	-4	-6	?	-2	-2

# By substructure, those above with a halogen.
2	CCCn1c(Nc2ccc(Cl)cc2)nc2ccccc21
6	CC(=O)c1c(C)[nH]c(C(=O)NNC(=O)COc2ccc(Cl)cc2C)c1C
7	O=C(O)CSc1cc(NS(=O)(=O)c2ccc(Cl)cc2)c2ccccc2c1O
16	O=C(COc1ccccc1Br)NCCC1=CCCCC1
assay / entry	2	6	7	16
V-ATPase pH	6	-2	1	1
MOR-DOR inv ag	-12	-2	-23	-24
MOR-DOR ag	2.7	0.3	4.2	5.5
Arrestin-AP2 inh	7	5	6	5
Wnt bcat act	.	3	6	9
cardiac RTF act	1	2	7	-3
Cardiac RTF inh	-1	4	-1	-5
C-LANA FP	-0.7	2.1	2.0	0.5
DSG3 Ab inh	98	106	88	103
Keap1-Nrf2 PPI	2	-7	2	-4

# Next compounds follow.
21	CCOC(=O)C1=C(c2ccccc2)O/C(=C(\C(=O)OC)C(F)(F)F)S1
22	COc1ccc(C2=NN(c3ccccc3)C(c3ccc(OC)c(OC)c3)C2)cc1 (stereo not drawn)
23	COc1ccc(CCNC(=O)C2CCN(C(=O)c3ccc(Cl)cc3)CC2)cc1OC
24	COc1cc(NS(=O)(=O)c2ccc(NC(=O)c3ccc(S(=O)(=O)N4CCCCC4)cc3)cc2)ncn1
25	O=C(OCc1nc2ccccc2s1)c1cnccn1
26	COc1ccc(CC2(CO)CCN(Cc3ccncc3)CC2)cc1
27	Cc1ccc(C)c(N2CCN(C(=O)CCc3nc(-c4ccccc4C)no3)CC2)c1
28	O=C1/C(=C/c2cccnc2)Sc2ccccc21
29	O=S1(=O)NC(C2CC2c2ccccc2)CCO1 (stereo not drawn)
30	Cc1oc(-c2cc(F)ccc2F)nc1CN1CCN(c2ncnc3ccccc23)CC1
assay / entry	21	22	23	24	25	26	27	28	29	30
V-ATPase pH	-1	-4	-3	-2	-1	2	0	3	-4	0
MOR-DOR inv ag	-8	8	19	5	5	-2	-5	-8	10	1
MOR-DOR ag	1.2	-1.7	-4.0	-1.1	-0.9	0.4	1.0	1.5	-1.8	-0.1
Arrestin-AP2 inh	0	-6	6	46	-2	3	-1	-2	-1	-7
Wnt bcat act	.	5	5	.	.	-2	-1	.	8	-1
cardiac RTF act	-1	-13	-1	-1	-1	3	8	6	2	0
Cardiac RTF inh	0	8	-2	3	2	-7	-7	-2	4	1
C-LANA FP	9.7	1.3	1.0	-2.0	0.7	-1.7	-2.3	-1.4	3.1	-4.0
DSG3 Ab inh	97	100	97	85	100	100	123	109	98	105
Keap1-Nrf2 PPI	3	-3	-2	-5	2	-1	-6	-2	0	-1

31	O=C(Nc1ccc(S(=O)(=O)Nc2ncccn2)cc1)c1ccc(Br)s1
32	O=C(Nc1ccccc1)N(Cc1ccc2c(c1)OCO2)Cc1nc2ccccc2c(=O)[nH]1
33	NS(=O)(=O)c1ccc(CCNC(=O)c2ccc3c(c2)OCO3)cc1
34	CCOc1ccc(-n2ccnc2)nn1
35	Fc1ccc2nc3n(c2c1F)CCCCCC3
36	c1ccc(-c2csc(NC3CCCCC3)n2)cc1
37	CNC(=S)N1CCC(Cc2ccccc2)CC1
38	O=C(Nc1ncc2c(n1)CC(c1ccc(Cl)cc1)CC2=O)c1ccco1 (stereo not drawn)
39	O=C(Cc1ccccc1)NC1CCN(Cc2ccccc2)CC1
40	COc1ccccc1Nc1nc(-c2cccc([N+](=O)[O-])c2)cs1
assay / entry	31	32	33	34	35	36	37	38	39	40
V-ATPase pH	-5	-1	-1	3	-4	4	4	4	0	3
MOR-DOR inv ag	-13	3	2	14	4	-17	9	-2	10	-5
MOR-DOR ag	2.4	-0.5	-0.5	-2.7	-0.8	3.0	-1.3	0.2	-1.9	1.0
Arrestin-AP2 inh	0	-6	14	-12	8	31	-2	-8	-6	0
Wnt bcat act	.	.	-4	2	-7	?	-2	-2	1	27
cardiac RTF act	-4	-2	0	0	10	0	-4	-3	7	5
Cardiac RTF inh	1	0	-14	-7	-17	2	-9	-2	2	-9
C-LANA FP	2.2	0.2	-0.4	-0.4	-0.5	0.0	0.7	-3.0	0.9	0.7
DSG3 Ab inh	93	93	107	106	77	96	99	96	118	114
Keap1-Nrf2 PPI	1	-4	0	2	1	0	4	1	-7	6

# Compound profiles (already shown). Values in the order: V-ATPase pH | MOR-DOR inv ag | MOR-DOR ag | Arrestin-AP2 inh | Wnt bcat act | cardiac RTF act | Cardiac RTF inh | C-LANA FP | DSG3 Ab inh | Keap1-Nrf2 PPI
# COc1ccccc1Nc1nc(-c2cccc([N+](=O)[O-])c2)cs1 across the screens: 3 | -5 | 1.0 | 0 | 27 | 5 | -9 | 0.7 | 114 | 6
# O=C(Nc1ccccc1)N(Cc1ccc2c(c1)OCO2)Cc1nc2ccccc2c(=O)[nH]1 across the screens: -1 | 3 | -0.5 | -6 | . | -2 | 0 | 0.2 | 93 | -4

# Next part.
41	Cc1ccc(-c2oc3ccccc3c(=O)c2O)cc1
42	COc1ccc(N2CCN(C(=O)COc3ccc4c(C)cc(=O)oc4c3)CC2)cc1
43	Cc1cc(C)nc(N2CCCC(C(=O)Nc3nnc(C(C)(C)C)s3)C2)n1 (stereo not drawn)
44	CCCCOc1cc(C)nc(NCc2ccccc2)n1
45	C/C(=N\Nc1ncc(Cl)cc1Cl)c1cccs1
46	COc1cc(NC(=O)c2ccccc2)c(OC)cc1NC(=O)Cc1cccs1
47	C=CCn1c(SCC(=O)Nc2ccc3c(c2)CCC3)nc2ccccc2c1=O
48	COC(=O)c1cc(NC(=O)CSc2nncn2C)cc(C(=O)OC)c1
assay / entry	41	42	43	44	45	46	47	48
V-ATPase pH	1	-3	-1	-5	3	1	1	2
MOR-DOR inv ag	4	2	18	-45	11	.	12	10
MOR-DOR ag	-0.8	-0.4	-3.9	7.7	-2.3	.	-1.9	-1.7
Arrestin-AP2 inh	9	-15	-19	-4	-5	21	26	-10
Wnt bcat act	23	-2	-1	.	.	-1	4	.
cardiac RTF act	5	-1	-5	-8	4	.	-3	0
Cardiac RTF inh	-4	-2	-5	-5	-5	.	-23	-8
C-LANA FP	0.6	0.8	-1.8	-1.1	0.6	-0.7	-0.8	-0.9
DSG3 Ab inh	104	.	99	107	110	.	83	99
Keap1-Nrf2 PPI	-5	-5	-4	-1	-1	-3	-2	0
